PglD DTNB = C. jejuni PglD acetyltransferase inhibitors, primary screen, biochemical, DTNB colorimetric, single point; UDP-N-acetylbacillosamine N-acetyltransferase PglD (Campylobacter jejuni); purified PglD enzyme, DTNB colorimetric CoA detection; inhibition, % at 12.5 µM; 360,000 compounds, 0.098% hits; AID 602405, 2012; in the data active means inhibition above about 16%, passing the limit was not always enough; inconclusive means no clear call, values can overlap the other calls; further: strong numbers were not always called active
ERAP1 HTS inh = human ERAP1 aminopeptidase inhibitors, primary screen, biochemical, single point, plate reader | Endoplasmic reticulum aminopeptidase 1 (Homo sapiens), Q9NZ08 | recombinant ERAP1, Leu-AMC fluorescence, 60 min | inhibition, % at 10.7 µM | 340,000 compounds, 0.15% hits;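 active means mean replicate inhibition of at least 30%, or all replicates individually reaching that 30% level; inactive means mean below 30% and not every replicate reaching it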;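 further: 0% = neutral control wells and 100% = L-leucinethiol positive control wells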
Target sequence (Q9NZ08 whole entry, looked up): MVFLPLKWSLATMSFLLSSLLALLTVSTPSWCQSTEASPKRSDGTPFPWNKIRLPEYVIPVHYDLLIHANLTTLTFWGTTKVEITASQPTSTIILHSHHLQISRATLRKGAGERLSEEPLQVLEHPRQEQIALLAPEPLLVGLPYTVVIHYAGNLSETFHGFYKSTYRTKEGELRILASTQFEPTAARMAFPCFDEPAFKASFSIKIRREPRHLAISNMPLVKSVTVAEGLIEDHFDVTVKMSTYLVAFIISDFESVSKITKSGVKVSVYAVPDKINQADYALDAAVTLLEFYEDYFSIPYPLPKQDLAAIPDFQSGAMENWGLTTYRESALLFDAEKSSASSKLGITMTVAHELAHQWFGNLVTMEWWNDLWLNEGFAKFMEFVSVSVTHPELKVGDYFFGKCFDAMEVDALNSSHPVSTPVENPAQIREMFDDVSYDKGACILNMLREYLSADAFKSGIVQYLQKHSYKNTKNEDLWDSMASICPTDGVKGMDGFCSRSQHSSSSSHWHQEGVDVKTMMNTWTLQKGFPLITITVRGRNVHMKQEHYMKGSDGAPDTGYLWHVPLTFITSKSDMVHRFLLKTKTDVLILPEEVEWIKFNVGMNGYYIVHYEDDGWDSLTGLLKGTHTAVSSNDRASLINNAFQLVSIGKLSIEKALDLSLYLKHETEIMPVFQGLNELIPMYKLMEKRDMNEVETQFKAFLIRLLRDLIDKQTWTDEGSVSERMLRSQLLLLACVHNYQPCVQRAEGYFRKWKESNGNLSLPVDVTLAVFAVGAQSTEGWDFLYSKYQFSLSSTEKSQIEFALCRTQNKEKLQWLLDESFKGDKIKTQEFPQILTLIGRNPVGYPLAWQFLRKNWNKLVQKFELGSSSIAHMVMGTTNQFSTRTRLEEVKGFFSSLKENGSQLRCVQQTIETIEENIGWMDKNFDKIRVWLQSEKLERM
PGC1a acetyl inh = inhibitors of PGC1a acetylation signal, primary screen, cell-based, U2OS, AlphaScreen, inhibitor mode | AlphaScreen anti-acetyl-lysine; with virally co-expressed GCN5 acetyltransferase | AID 651687, 2012 | 350,000 compounds, 0.17% hits | inhibition, % at 15.6 µM;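 active means every replicate shows inhibition of at least 40%; inconclusive means mean inhibition at least 40% but some replicate below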;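 further: 0% = neutral control wells and 100% = positive control wells; some results beyond the cut were filed as inactive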
FN deposition inh = inhibitors of fibronectin matrix deposition, primary screen, AH1F cells, Alexa488-fibronectin fluorescence, plate reader; AH1F fibroblasts, overnight; inhibition, % at 12.6 µM; 350,000 compounds, 0.086% hits; AID 743247, 2014;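 active means mean inhibition across replicates of 30% or more, regardless of how many single replicates reach that level; inconclusive means mean under 30% yet at least half of replicates reach 30%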;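 further: positive control wells lacked labelled fibronectin entirely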
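Material: AH1F fibroblast monolayer depositing Alexa488-labelled fibronectin into matrix / Amount: 10000 AH1F cells per well / Signal: fluorescence 485/525 nm / Medium: DMEM, 2% serum / Compound: single dose, pinned / Incubation: 1 h cell adhesion before compound, then overnight fibronectin incubation / Reagent: Alexa488-FN, 24 nM final / Read-out: inhibition of fibronectin deposition signal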
PAX8 inh HTS = inhibitors of PAX8-driven TPO luciferase reporter, primary screen, RMG-I cells, single concentration | SteadyGlo, 24 h | inhibition, % at 12.6 µM | 360,000 compounds, 1.2% hits;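 active means mean replicate inhibition at least 60% with every replicate also reaching 60%; inconclusive means only one of the two criteria is met; inactive means mean below 60% and not all replicates reaching 60%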;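 further: luciferase light reporting Pax8 driven TPO promoter activity; plate controls were median of neutral control wells for no effect and mitoxantrone controls for full effect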
LGR2 inh = inhibitors of bursicon-induced LGR2 CRE-luciferase signal, primary screen, cell-based, HEK293, CRE-luciferase reporter, bursicon stimulation. AID 720647, 2013. bursicon-stimulated, 4 h. inhibition, % at 9.99 µM. 380,000 compounds, 0.35% hits. Drosophila bursicon receptor LGR2 (rickets);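 active means drop in luminescence signal, shown as inhibition above about 50% in the replicate tests, limit read from the data, passing the limit was not always enough; inconclusive means probably only some replicates passing the limit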;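 further: agonist challenge used bursicon conditioned medium at about half maximal strength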
S100A4 inh HTS = inhibitors of S100A4-myosin IIA peptide binding, primary screen, biochemical, fluorescence polarization, TAMRA-MyoIIA peptide; inhibition, % at 10.7 µM; 360,000 compounds, 0.14% hits;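 active means mean inhibition of at least 70% across replicates, with every replicate also reaching that level; inconclusive means mean inhibition reaches 70% but some replicates fall short; inactive means mean inhibition below 70%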
Target sequence (P26447 whole entry, looked up): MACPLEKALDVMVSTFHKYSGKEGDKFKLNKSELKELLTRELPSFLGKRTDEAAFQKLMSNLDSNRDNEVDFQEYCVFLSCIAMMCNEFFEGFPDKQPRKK
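Test system – S100A4 monomer (human) · Compound – single-point compound testing · Schedule – 5 min incubation before reading · Probe or stimulus – TAMRA-labelled myosin IIA heavy-chain peptide probe, 5 nM · Benchmarks – neutral control DMSO, positive control TFP · Medium – Calcium-containing HEPES buffer, pH 7.2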
EWS-Fli block = EWS/Fli-driven NR0B1 reporter inhibitors, primary screen, A673 cells, NR0B1 luciferase, luminescence, MLPCN library; 350,000 compounds, 0.67% hits; inhibition, % at 12.6 µM; viability-normalised;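 active means mean inhibition of at least 50% after viability correction, with every replicate also passing that limit; inconclusive means mean reaches 50% but only one of two replicates passes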;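 further: firefly luciferase signal divided by Alamar Blue viability fluorescence both relative to DMSO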
* hit, by the source's call; ? = inconclusive; . = not tested or not shown; & = joins results of further samples.

SMILES | PglD DTNB | ERAP1 HTS inh | PGC1a acetyl inh | FN deposition inh | PAX8 inh HTS | LGR2 inh | S100A4 inh HTS | EWS-Fli block
CCOC(=O)C1=C(C)Nc2ccccc2N=C1NC(=O)C(CC)c1ccccc1 (stereo not given) | . | 2.7 | . | -8.9 | -13.7 | 11.0 | 0.5 | -5.3
Cc1noc(C)c1NC(=O)N(C)C[C@@H]1Oc2c(NC(=O)NC(C)C)cccc2C(=O)N([C@@H](C)CO)C[C@@H]1C | 1.2&5.6 | 0.1&-1.5 | -1.6&-3.2 | -1.0 | -5.3 | -5.0&-8.1 | 0.8&-0.2 | -2.4&-3.9
CCCN1Cc2cccc(C(=O)NCCc3cccc(C)c3)c2C1=O | -0.3 | -0.3 | -6.2 | -1.1 | -10.3 | 1.9 | -8.7 | -2.9
Cc1ccc(S(=O)(=O)Nc2ccc3c(c2)CC(=O)N([C@@H](C)CO)C[C@H](C)[C@H](CN(C)C(=O)Nc2c(C)noc2C)O3)cc1 | -9.8 | -0.4 | 9.0 | . | -10.3 | 13.2 | 20.9 | -7.3
O=C(Cn1nnc(-c2ccccc2F)n1)N1CCCCC1 | -4.8 | -0.8 | -20.0 | -7.3 | -44.2 | -26.3 | 0.4 | -91.4
C[C@@H]1CN([C@@H](C)CO)C(=O)c2cc(NC(=O)Nc3ccc4c(c3)OCO4)ccc2O[C@@H](C)CCCCO[C@@H]1CN(C)C(=O)c1ccccc1 | 1.5 | -5.1 | 11.0 | . | 5.1 | 16.8 | -4.4 | 8.3
CC(C)C(C(=O)NCC1CCCO1)N(Cc1cccs1)C(=O)CNS(=O)(=O)c1ccccc1 (stereo not given) | . | -0.1 | . | 6.2 | -8.9 | -0.2 | -11.2 | 3.0
CCC1=NN(C(=O)COc2ccccc2)C(O)(c2ccncc2)C1 (stereo not given) | -7.5 | 4.7 | 3.2 | -0.4 | 1.7 | 7.4 | -2.6 | 12.2
COc1ccccc1NC(=O)N1[C@H](C#N)[C@H](c2ccccc2)[C@H]1CO | 3.6 | 1.8 | -0.2 | 8.5 | 7.4 | 12.3 | -9.4 | -3.0
O=C(CN1CCOCC1)N[C@H]1CC[C@@H](CCNS(=O)(=O)c2ccccc2F)O[C@H]1CO | -0.5 | 1.1 | 0.5 | -21.5 | -5.7 | 15.4 | -0.2 | -0.5
COc1ccc(NC(=O)Nc2ccc3c(c2)C(=O)N([C@@H](C)CO)C[C@@H](C)[C@H](CN(C)S(=O)(=O)c2ccc(OC)cc2)O3)cc1 | 2.6 | 2.9 | -6.1 | . | 5.5 | 9.3 | 5.8 | 7.6
Cn1cnc(S(=O)(=O)N2CCCCN3[C@@H](CO)[C@@H](c4ccc(-c5cccc(F)c5)cc4)[C@@H]3C2)c1 | -4.0 | 2.3 | 7.5 | . | 15.2 | 6.2 | -13.8 | -11.4
CN(CC(=O)Nc1cccc(F)c1)C(=O)CCNC(=O)c1ccc(Br)cc1 | -0.8 | 5.7 | -4.3 | . | -10.6 | -15.8 | 1.9 | .
Cc1nc2ccccc2cc1C(=O)NCc1ccc(F)cc1 | 1.5 | -0.4 | 1.3 | 4.5 | 8.0 | 5.8 | 1.0 | -5.2
C[C@@H]1CN([C@H](C)CO)S(=O)(=O)c2ccc(-c3ccccc3F)cc2O[C@H]1CN(C)Cc1ccncc1 | 1.0 | -2.5 | 1.3 | 4.1 | . | -13.8 | -17.4 | 59.7*
CCCCC1=CC2=C(c3ccco3)C(=O)C(C)(OC(=O)c3ccc(OC)cc3)C(=O)C2=CN1CCCN(CC)CC (stereo not given) | -1.4 | 3.1 | -0.6 | -7.2 | -1.8 | -1.5 | 5.2 | -14.7
COc1ccc(C(=O)N[C@H](C(=O)NCCCSc2ccccc2)C(C)C)cc1 | 0.4 | -1.8 | 8.5 | -7.9 | 9.7 | 7.8 | 17.4 | -12.6
CC(=O)Nc1ccc(S(=O)(=O)NC(CC(=O)O)c2ccc(C)cc2)cc1 (stereo not given) | 12.1 | . | 13.4 | -3.2 | 8.9 | -3.0 | -0.7 | 3.7
O=C(CCCCC(=O)Nc1ccc(F)cc1)Nc1ccc(F)cc1 | -3.8 | -2.5 | . | 8.4 | -1.0 | 17.2 | 0.9 | 5.9
CN1C(=O)c2cc(NC(=O)C3CCCC3)ccc2OC[C@@H]2O[C@@H](CC(=O)NCC(F)(F)F)CC[C@H]21 | 2.7 | -3.5 | -0.3 | -7.0 | -3.4 | 10.8 | 6.3 | 2.1
CN1CCN(C(=O)c2cnn3c(C(F)(F)F)cc(-c4ccc5c(c4)OCO5)nc23)CC1 | 0.7 | -0.1 | . | . | . | 2.0 | 2.1 | .
Cc1ccccc1S(=O)(=O)N1CCCCN2[C@@H](CO)[C@@H](c3ccc(-c4cccnc4)cc3)[C@@H]2C1 | 0.0 | 0.6 | -2.2 | . | 3.2 | -3.2 | -2.2 | 8.3
CCC(C)[C@H](NS(=O)(=O)c1ccc(C)cc1)C(=O)N1CCC(C(=O)N2CCC(C(=O)OC)CC2)CC1 (stereo not given in full) | 0.5 | 20.8 | 3.1 | . | . | . | -1.9 | -3.1
C/C(=N/Nc1nc(-c2ccccc2)c(CC(=O)O)s1)c1ccccc1 | . | -0.3 | -3.1 | -11.5 | -51.0 | -69.5 | -11.3 | -82.7
C[C@@H]1CCCCO[C@H](CN(C)S(=O)(=O)c2cccs2)[C@H](C)CN([C@H](C)CO)C(=O)c2cc(NC(=O)C3CCCCC3)ccc2O1 | -37.4 | 1.2 | -8.8 | . | . | -3.1 | 3.8 | 8.4
CCN(CC)C(=N)/C(C#N)=N/Nc1ccccc1 | -3.2 | . | 4.7 | 9.0 | -45.5 | -30.0 | -6.5 | -63.3
NC1=NC(=O)C(Cc2ccc(F)cc2)S1 (stereo not given) | -3.1 | -1.8 | . | -4.5 | 18.7 | 11.0 | -4.0 | 16.3
NC(=O)c1ccc(CSc2nc3ccccc3s2)cc1 | 4.5 | 2.1 | . | 4.3 | -150.3 | -56.6 | -7.8 | -90.9
CCOc1cccc2sc(NN)nc12 | . | 8.1 | 3.4 | 1.2 | 31.9 | -5.0 | -12.4 | 11.4
O=C(NC1CCOC1)c1cc(COc2cccc(C(F)(F)F)c2)on1 (stereo not given) | 2.3 | 0.4 | -3.4 | 0.2 | -135.7 | -19.5 | -6.2 | -78.4
Cc1noc(C)c1S(=O)(=O)Nc1ccc2c(c1)C(=O)N([C@@H](C)CO)C[C@@H](C)[C@H](CN(C)C(=O)Nc1cccc3ccccc13)OCCCC[C@H](C)O2 | -1.1 | -1.0 | 3.0 | -11.0 | 8.7 | 9.2 | -12.8 | 13.4
O=C(COC(=O)C1CCN(S(=O)(=O)c2cccs2)CC1)Nc1ccc(F)c(F)c1F | -9.2 | -5.6 | 5.5 | 0.3 | -27.6 | -11.5 | -1.3 | -2.8
CCOC(=O)c1ccccc1OCc1cc(/C=N/NC(=O)c2ccncc2)ccc1OC | 10.4 | 3.2 | -7.0 | -2.4 | 36.6 | 19.4 | -6.6 | 5.4
C[C@@H]1CN([C@H](C)CO)C(=O)c2cc(NC(=O)Cc3ccccc3)ccc2O[C@H]1CN(C)Cc1ccccc1 | 3.0 | 1.9 | . | . | -6.8 | 16.9 | -56.2 | -1.7
Cc1nc2ccccc2n1-c1nc(-c2ccco2)cc(C(F)(F)F)n1 | 3.0 | . | -9.6 | -4.6 | . | 26.4 | . | .
CO[C@H]1CN(C)C(=O)c2cc(NS(C)(=O)=O)ccc2OC[C@H](C)N(CC2CCOCC2)C[C@@H]1C | 2.8 | -3.1 | -2.2 | 2.6 | -11.2 | 3.0 | 0.2 | -0.3
COc1ccc(/C(O)=C2/C(=O)C(=O)N(c3ccccn3)C2c2cccc(Cl)c2)cc1 (stereo not given) | 0.7 | 2.0 | 2.2 | -0.5 | -12.3 | -23.1 | -22.2 | -5.1
CC(C)C#Cc1ccc2c(c1)O[C@H](CN(C)C(=O)c1ccccn1)[C@H](C)CN([C@@H](C)CO)S2(=O)=O | -4.7 | 1.3 | -3.4 | . | . | -3.1 | 12.5 | 0.4
CCC(=O)Nc1ccc2c(c1)C(=O)N(C)[C@H]1CC[C@H](CC(=O)NCCN3CCCCC3)O[C@H]1CO2 | 2.3 | 0.2 | -1.0 | -11.5 | 0.9 | -13.8 | -22.4 | 1.1
CSc1ncccc1C(=O)OCC(=O)c1[nH]c(C)c(C(C)=O)c1C | 0.7 | 2.0 | -4.7 | 6.7 | -25.7 | -25.1 | -29.9 | -38.9
Cc1cccc(C(=O)OCCN2CCOCC2)c1 | 4.5 | -0.4 | -2.2 | -2.2 | -14.3 | 8.1 | -2.0 | 1.8
C[C@@H]1CN([C@H](C)CO)C(=O)c2cc(N(C)C)ccc2O[C@@H](C)CCCCO[C@H]1CN(C)C(=O)c1ccccc1 | -0.3 | -1.1 | 13.5 | . | 1.7 | 13.4 | ? | 2.7
C[C@H](C(=O)N(C)C[C@H]1OCc2ccccc2-c2c(n(C)c3ccccc23)C(=O)N([C@H](C)CO)C[C@H]1C)c1ccccc1 | . | -5.8 | 3.1 | 0.1 | -4.9 | 39.6 | 5.1 | -8.1
CC(C)C#Cc1cnc2c(c1)C(=O)N([C@@H](C)CO)C[C@@H](C)[C@@H](CN(C)C(=O)c1ccccc1)O2 | . | 1.9 | 1.3 | . | -1.8 | -9.8 | 7.4 | 3.2
CCc1cc(=O)oc2cc(O[C@@H]3O[C@H](CO)[C@@H](O)[C@H](O)[C@H]3O)c(Cl)cc12 | 2.1 | 3.9 | 13.7 | 14.1 | -26.0 | -6.7 | 0.8 | 9.6
CC(=O)Nc1ccc(NC(=O)C(C)OC(=O)/C=C/c2cnc3ccccc3n2)cc1 (stereo not given) | . | -4.3 | 2.0 | 3.3 | 37.4 | -9.1 | -2.7 | 11.0
CCn1cc(CN2CCC(n3nccc3NC(=O)c3ccc4c(c3)OCO4)CC2)c(C)n1 | -6.2 | -6.6 | 5.0 | . | -0.2 | 1.4 | 4.9 | .
Cn1cnc(S(=O)(=O)N2[C@@H]3CNC[C@H]2C3c2ccc(-c3ccccc3F)cc2)c1 (stereo not given in full) | . | -2.5&2.4 | . | -4.5&-4.0 | . | 13.9&-7.8 | -2.3&6.4 | -12.6
O=C(C[C@H]1C[C@@H]2c3cc(NC(=O)Nc4ccc(C(F)(F)F)cc4)ccc3O[C@@H]2[C@@H](CO)O1)NC1CCCCC1 | 1.9 | 0.5 | -8.0 | . | 26.8 | 7.3 | 10.2 | 6.5
CSc1ccc(NC(=O)C2(C)CCN2C(=O)c2ccccc2CCc2ccccc2)cc1 (stereo not given) | -0.7 | -7.3 | -26.3 | 6.6 | 1.5 | 0.8 | -0.8 | 12.8
CCOCCCn1c(=S)[nH]c2cc(C(=O)NCC(OC)OC)ccc2c1=O | -4.8 | 5.8 | 9.2 | 0.1 | 5.1 | 10.0 | -4.4 | -3.5

No enrichment for hits; any-hit rate near 2.1%.
